UGM FP inh – Mtb UDP-galactopyranose mutase inhibition | AID 504406 | inhibition, % at 10 µM | hit rate 0.06% among 320,000 | P9WIQ1 | purified UGM, fluorescence polarization probe displacement; in the data active means inhibition above about 10%, passing the limit was not always enough; inconclusive means no clear call, values can overlap the other calls
FBA Mtb inh – inhibits M. tuberculosis FBA enzyme | purified M. tuberculosis FBA, fluorescence read-out | inhibition, % at 1 µM | hit rate 2.3% among 360,000 | AID 588726; in the data active means inhibition above about 27%;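 further: 0% = vehicle and 100% = reference inhibitor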
PfHsp40 rescue – compounds rescuing yeast from Plasmodium falciparum HSP40 toxicity; S. cerevisiae expressing PfHsp40, growth rescue, ATP luminescence; growth rescue, % at 12.5 µM; hit rate 0.68% among 340,000; AID 504582; in the data active means growth rescue above about 28%, passing the limit was not always enough; inconclusive means no clear call, values can overlap the other calls;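 further: yeast W303a lacking pdr1 and pdr3 grown in galactose medium; growth measured after three days at 30 °C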
BoNT-A LC inh2 – inhibitors of Botulinum neurotoxin A light chain protease; multiplex microsphere protease substrate cleavage, flow cytometry; inhibition, % at 10 µM; hit rate 0.17% among 360,000; AID 588499; further: plate controls were buffer without enzyme for full effect and enzyme alone for no effect
BoNT-F LC inh – inhibitors of Botulinum neurotoxin F light chain protease; inhibition, % at 10 µM; Multiplex microsphere protease cleavage assay, flow cytometry; hit rate 0.22% among 360,000; in the data active means inhibition above about 35%, passing the limit was not always enough; inconclusive means no clear call, values can overlap the other calls; further: plate controls were buffer without enzyme for full effect and enzyme alone for no effect
Anthrax LF inh2 – anthrax lethal factor protease inhibition; P15917; multiplex microsphere protease cleavage assay, LF; inhibition, % at 10 µM; hit rate 0.12% among 360,000; further: plate controls were buffer without enzyme for full effect and enzyme alone for no effect
Target sequence (P15917 whole entry, looked up): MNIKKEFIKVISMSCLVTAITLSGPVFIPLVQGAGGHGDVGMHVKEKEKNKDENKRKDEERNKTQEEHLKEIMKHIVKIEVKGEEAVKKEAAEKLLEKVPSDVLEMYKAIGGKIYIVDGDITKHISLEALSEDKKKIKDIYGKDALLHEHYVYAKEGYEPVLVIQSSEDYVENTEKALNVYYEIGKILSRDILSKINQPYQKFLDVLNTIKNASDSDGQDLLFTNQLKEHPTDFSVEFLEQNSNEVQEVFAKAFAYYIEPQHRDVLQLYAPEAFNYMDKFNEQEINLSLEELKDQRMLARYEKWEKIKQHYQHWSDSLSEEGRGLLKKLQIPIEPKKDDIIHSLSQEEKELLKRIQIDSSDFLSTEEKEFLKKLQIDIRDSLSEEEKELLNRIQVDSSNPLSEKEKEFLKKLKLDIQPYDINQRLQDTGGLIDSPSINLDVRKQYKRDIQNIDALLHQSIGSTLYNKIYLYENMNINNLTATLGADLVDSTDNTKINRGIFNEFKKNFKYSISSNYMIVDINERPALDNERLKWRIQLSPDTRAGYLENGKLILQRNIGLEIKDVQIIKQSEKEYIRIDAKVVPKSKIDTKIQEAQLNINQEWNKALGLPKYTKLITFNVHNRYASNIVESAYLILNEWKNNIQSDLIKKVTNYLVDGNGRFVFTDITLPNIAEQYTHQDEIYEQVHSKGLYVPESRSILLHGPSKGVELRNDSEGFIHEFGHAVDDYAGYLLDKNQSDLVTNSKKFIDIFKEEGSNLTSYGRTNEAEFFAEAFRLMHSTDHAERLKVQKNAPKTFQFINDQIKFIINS
BioA inh – blocks M. tuberculosis BioA enzyme activity; purified M. tuberculosis BioA enzyme, plate reader; inhibition, % at 9.99 µM; hit rate 0.096% among 360,000; in the data active means inhibition above about 40%; inconclusive means no clear call, values can overlap the other calls
GDH-TPI counter – GDH-TPI coupled enzyme inhibition counter-screen. inhibition, % at 4.8 µM. GDH-TPI coupled enzyme counterscreen, NADH absorbance. AID 588335. hit rate 1.2% among 360,000; in the data active means inhibition above about 30%;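 further: 0% = DMSO wells and 100% = wells lacking the enzyme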
FadD28 FP inh – M. tuberculosis FadD28 bisubstrate binding inhibition; FadD28 bisubstrate probe binding, fluorescence polarization; inhibition, % at 12.5 µM; hit rate 0.22% among 360,000; in the data active means inhibition above about 8.5%, passing the limit was not always enough; inconclusive means no clear call, values can overlap the other calls
* = called active by the depositor; ? = inconclusive; . = no result given. Unless noted, no stated cut-off is given here; in the data, active means inhibition above about 30%; inconclusive means no clear call, values can overlap the other calls; inactive means below that.

SMILES	UGM FP inh	FBA Mtb inh	PfHsp40 rescue	BoNT-A LC inh2	BoNT-F LC inh	Anthrax LF inh2	BioA inh	GDH-TPI counter	FadD28 FP inh
CC(=O)NC(c1cccc(F)c1)c1nc(-c2cccc(C(=O)O)c2)cs1 (configuration not stated)	.	1.1	.	-0.3	-2.6	4.4	0.1	6.2	-4.1
CCC(CC)Nc1ccc(C(CC(N)=O)NC(=O)Cc2cccc3ccccc23)cc1[N+](=O)[O-] (configuration not stated)	2.3	-0.6	-1.1	0.5	-8.9	-1.5	-1.8	8.5	2.4
COc1ccccc1OCC(=O)Nc1ccc(S(=O)(=O)Nc2nc(C)cc(C)n2)cc1	-0.3	-0.8	-0.3	-0.8	-10.8	-4.4	-4.4	11.3	-0.8
CN(CC(=O)Nc1ccc(F)cc1)C(=O)Cn1c(=O)oc2ccccc21	3.4	0.8	0.1	-0.1	5.0	-2.3	3.1	-3.9	-2.9
O=C(/C=C/c1ccc(Cl)cc1)NCCCN1CCOCC1	-0.1	-1.2	0.7	-0.7	0.4	-0.3	-1.8	-4.6	-1.6
CC(=O)Nc1cc2nn(-c3ccccc3)nc2cc1C	-2.1	89.7*	-1.2	2.2	-2.0	2.7	-1.3	19.1	-4.1
COc1ccc(S(=O)(=O)N2CCC(N3CCCCC3)CC2)cc1	2.7	-2.2	1.6	0.6	6.1	-0.7	-2.6	-1.2	0.2
CCOc1ccccc1NC(=O)CCS(=O)(=O)c1cccs1	-0.4	0.7	-1.5	0.0	-27.9	-6.8	1.3	6.0	-1.4
CCn1c(C2CC(=O)N(c3ccc(C)c(C)c3)C2)nc2ccccc21 (configuration not stated)	2.2	-0.5	1.7	0.0	-3.7	-1.6	2.9	6.6	-4.2
Cc1cc(C)c(NC(=O)CCCN2CCCC2)c(C)c1	-1.0	-2.5	-0.9	-3.2	-11.0	3.7	-2.0	-7.4	-2.5
Cc1cc(C(=O)NC(C)c2ccncc2)cs1 (configuration not stated)	-3.7	0.3	0.3	1.1	8.9	0.6	-0.1	16.5	0.3
COCCSc1ccccc1C(=O)Nc1ccc([N+](=O)[O-])cc1OC	0.1	1.8	0.3	0.2	-1.3	0.6	.	11.7	-2.4

Quoted at random: two records from the list
SMILES	UGM FP inh	FBA Mtb inh	PfHsp40 rescue	BoNT-A LC inh2	BoNT-F LC inh	Anthrax LF inh2	BioA inh	GDH-TPI counter	FadD28 FP inh
Cc1cc(C(=O)NC(C)c2ccncc2)cs1 (configuration not stated)	-3.7	0.3	0.3	1.1	8.9	0.6	-0.1	16.5	0.3
Cc1cc(C)c(NC(=O)CCCN2CCCC2)c(C)c1	-1.0	-2.5	-0.9	-3.2	-11.0	3.7	-2.0	-7.4	-2.5

The listing continues:
SMILES	UGM FP inh	FBA Mtb inh	PfHsp40 rescue	BoNT-A LC inh2	BoNT-F LC inh	Anthrax LF inh2	BioA inh	GDH-TPI counter	FadD28 FP inh
COc1cc2ccccc2cc1C(=O)Nc1ccc(O)cc1	0.6	12.0	9.6	1.0	3.4	2.3	-1.1	1.5	-2.3
CC(C)NC(=O)c1ccccc1S(=O)(=O)c1ccccc1C#N	0.9	21.9	-1.1	-7.4	-112.5	-4.2	0.0	9.3	-0.3
CCc1cc2cc(C(=O)N3CCN(c4ccccc4)CC3)sc2s1	0.7	-0.6	-0.7	-0.3	-2.0	0.2	-0.6	-0.3	-1.4
O=C(Nc1c2c(nn1-c1cccc(Cl)c1)CS(=O)(=O)C2)c1cccs1	-1.9	0.0	-0.9	0.4	4.4	4.8	0.5	11.8	-2.4
Cc1[nH]n(-c2ccc([N+](=O)[O-])cc2)c(=O)c1C=NCCN1CCN(C(=O)c2ccccc2F)CC1	-0.9	1.3	-4.0	0.0	4.0	-1.9	0.4	15.5	-2.0
Cc1cccc(N2CCN(C(=O)c3cc(S(=O)(=O)N4CCCC4)cn3C)CC2)c1C	0.9	4.4	0.6	0.1	-4.1	-2.5	0.2	3.3	-3.3
COc1ccccc1NC(=O)COc1ccccc1C(=O)c1cnn(-c2ccccc2)c1	-1.4	-0.1	5.4	0.1	-8.6	-0.2	.	-1.5	-0.9
Cc1ccc(N(CCC(=O)N2CCOCC2)S(=O)(=O)c2ccccc2)cc1	-1.2	1.7	-0.6	0.8	-7.9	-3.7	-1.5	5.3	-0.6
CC(=O)c1ccc(N2CCN(S(=O)(=O)c3cc4c(cc3C)NC(=O)CO4)CC2)cc1	2.6	4.1	-0.9	-1.2	-2.2	0.2	0.6	22.1	0.9
CCOC(=O)C1(CCOc2ccccc2)CCN(Cc2cnc(SC)nc2)CC1	1.1	-0.3	-0.4	-0.1	-1.6	3.6	-0.1	9.3	-3.2
CNC(=O)c1nc(C)c(C2(C)CC(c3ccccc3)=NO2)s1 (configuration not stated)	-1.8	1.8	1.5	-0.3	0.1	1.4	2.4	4.9	-0.8
CCCCNC(=O)c1ccc(Cn2c(=S)[nH]c3c([nH]c4ccc(OC)cc43)c2=O)cc1	-1.0	23.9	1.0	-0.2	-3.1	0.7	.	14.7	-0.1
COc1cccc(CNC(=O)CN2C(=O)COc3ccc(S(=O)(=O)N4CCCCCC4)cc32)c1	-0.5	0.8	0.2	0.7	1.4	-2.4	0.1	2.6	-2.1
CCOC(=O)N1CCN(c2c(NCCOC)c(=O)c2=O)CC1	2.3	-0.1	2.0	-0.6	-8.3	-2.1	1.2	-4.7	-0.3
CCC(=Nc1ccc(Cc2ccncc2)cc1)c1c(O)n(C)c(=O)n(C)c1=O	.	2.4	20.0	0.6	9.1	0.0	0.1	10.4	0.3
O=C(Nc1ccccc1Cl)OC1CN2CCC1CC2 (configuration not stated)	1.4	-1.0	0.1	?	?	11.0	.	-1.9	-2.2
Cc1[nH]c(=O)[nH]c(=O)c1S(=O)(=O)N1CCCC1	-0.3	0.9	-1.7	0.1	-7.8	0.0	0.4	6.8	-1.0
CCOC(=O)c1nnn(-c2nonc2N)c1COc1cc(C)c(Cl)c(C)c1	1.0	-1.3	-0.8	0.6	1.8	-3.2	-0.9	2.9	-5.7
COn1c(SCc2ccccc2)nc2ccccc2c1=O	-2.4	-2.8	-2.0	-4.6	-31.1	-2.3	1.9	-11.9	-4.1
CCN(CC(=O)Nc1ccccc1OC)C(=O)c1cc(-c2ccccc2)nn1-c1ccccc1	2.6	3.2	0.4	-2.6	3.8	0.7	-1.8	0.0	-1.5
Cc1ccccc1NC(=O)c1c(C)cc(=O)oc1C	2.6	-0.8	-1.5	-0.5	-1.8	-2.5	-0.6	8.8	-2.1
COc1ccccc1-c1nnc(NC(=O)c2ccc(S(=O)(=O)N3CCCC3)cc2)o1	5.8	5.3	-0.3	-2.0	-2.5	0.7	-4.0	23.7	1.4
Nc1nonc1-n1nnc(C(=O)N/N=C/c2cccc(F)c2)c1-c1ccccc1	-2.3	0.2	-1.2	1.5	2.7	3.8	-1.1	4.4	-2.2
O=C(Nc1nc(-c2cc3ccccc3oc2=O)cs1)c1ccco1	2.8	8.5	0.0	0.5	1.2	-1.5	0.0	2.4	-4.7
Cc1n[nH]c(=O)c2c(NC(=O)CSc3ccccc3Cl)oc(C)c12	-1.7	-0.3	0.6	0.9	2.8	-1.5	-0.9	-5.8	1.7
COC(=O)CCC(=O)Nc1sc(C)c(C)c1C(N)=O	-0.3	7.2	2.0	0.1	-13.1	-4.6	-1.0	3.1	-1.3
CC(C)Oc1cc(F)ccc1-c1cc(C(=O)NC2CCCCC2)[nH]n1	.	1.9	.	-0.5	-6.9	-1.4	0.3	-6.5	-3.2
O=C(O)c1ccc(S(=O)(=O)c2ccc3c(c2)C(=O)N(CC2CCCO2)C3=O)cc1 (configuration not stated)	-1.7	2.7	-0.6	-0.3	-8.4	-8.8	-0.5	-9.3	-3.0
CC1C=CC(C)C(C(=O)c2ccccc2)C1C(=O)c1ccccc1 (configuration not stated)	.	-1.3	.	-0.3	2.7	-4.6	-0.9	0.0	-4.8
Cc1cc2ncn(CC(O)COc3cccc(C(=O)O)c3)c2cc1C (configuration not stated)	5.0	-1.9	-0.3	1.4	-4.5	-5.0	-0.3	-1.8	-1.0
CCOc1ccc(Br)cc1S(=O)(=O)Nc1ccc(Cl)c(S(=O)(=O)N(CC)c2ccccc2)c1	0.8	0.6	1.3	3.9	6.2	-0.2	-3.2	3.7	-2.5
CC1=NC(C)(C)Cc2ccccc21	1.4	26.7	-0.4	-0.9	-3.3	-1.8	.	-8.3	-2.0
O=C(c1ccc(Cl)cc1)N1CCCC(C(=O)N2CCc3ccccc3C2)C1 (configuration not stated)	0.4	3.3	-1.2	3.6	?	28.9	3.2	4.4	0.0
CCCCn1c(N)c(N(Cc2ccccc2OC)C(=O)c2c(CC)noc2C)c(=O)[nH]c1=O	-0.8	4.8	2.3	-1.3	?	0.0	0.6	0.3	0.5
CN(c1ccc(OC(=O)CC2OC(=O)c3ccccc32)cc1)S(=O)(=O)c1ccccc1 (configuration not stated)	1.3	2.6	0.4	1.5	-2.9	3.5	-5.3	-0.4	-0.9
COc1ccc(C(=O)COC(=O)c2n[nH]c3ccccc23)c(OC)c1	.	0.3	-1.0	-2.9	-3.4	-3.1	-1.5	2.1	-6.8
CSc1nsc(NC(=O)CCNC(=O)c2ccc([N+](=O)[O-])cc2)n1	-0.2	0.5	0.8	-3.1	-17.5	3.3	0.7	-5.9	-1.7
COP1(=O)C=C[C@H](N(Cc2ccccc2)S(=O)(=O)c2ccccc2[N+](=O)[O-])[C@@H](C)O1 (some centres not stated)	0.7	1.0	0.9	0.5	-2.0	-3.4	-7.1	7.7	1.0
CC(=O)Nc1ccccc1C(=O)OCC(=O)c1ccc2ccccc2c1	-1.0	5.4	2.1	0.6	-0.8	3.7	-2.3	11.0	0.3
COc1ccc(CNC(=O)c2[nH]c(C(F)(F)F)nc2-c2ccccc2)cc1	.	0.3	.	-0.7	-18.8	-6.0	0.3	.	-1.5
COc1ccccc1-c1nnc2n1N=C(C)CS2	0.5	3.0	-0.8	-0.6	-11.7	-4.3	0.1	1.8	0.2
N#CC1(NC(=O)CSc2ccccn2)CCCCC1	-1.7	4.5	0.5	-0.1	-1.8	-0.1	.	4.5	-1.8
CCN1CCN(CCNC(=O)c2ccc3c(c2)N(Cc2cccc(Cl)c2)C(=O)c2ccccc2S3=O)CC1 (configuration not stated)	2.8	6.7	-2.0	-1.7	-4.3	0.5	0.9	5.9	-3.3
CC(=O)c1cccc(-c2ccnc3c2CC(C(=O)Nc2cccc(Oc4ccccc4)c2)O3)c1 (configuration not stated)	.	-2.8	.	0.2	0.9	-0.2	0.2	-11.9	-5.1
Cc1cc(C)n2nc(C(=O)NC(C)(C)C)nc2n1	6.5	0.7	-0.6	0.0	5.6	-3.2	0.2	6.4	-1.7
O=C(/C=C/c1ccc(F)cc1)NC(=S)NC1CCCCC1	3.0	3.0	-1.0	-0.5	-4.6	-6.8	.	18.4	-2.4
CCOc1ccc(N2CC(O)(c3ccc(F)cc3)[N+]3=C2CCCC3)cc1 (configuration not stated)	-4.9	-1.6	-0.8	-0.2	-4.0	-9.2	.	-5.6	-3.6
Cc1cnc(NC(=O)c2cc(-c3ccccc3)nn2-c2ccccc2)s1	.	-2.2	-1.7	0.3	-4.7	-3.5	.	-8.8	-2.4
Cc1ccnc(NC(=O)c2ccc(C(=O)c3ccccc3)cc2)c1	-0.9	5.5	-0.5	-2.6	-12.4	-0.2	2.7	6.6	-0.9
O=C1NC(c2cccs2)Nc2sc3c(c21)CCCC3 (configuration not stated)	6.3	15.9	-0.9	0.1	-3.8	-8.5	-1.0	18.4	-0.8
CC(=O)N1CCc2cc(S(=O)(=O)N3c4ccccc4CC3C)ccc21 (configuration not stated)	-1.9	0.2	-1.2	-0.3	-8.2	2.4	-0.1	-6.5	-1.9
O=C1CC(=O)N(Cc2ccccc2)C(=O)N1CCCCCCN1C(=O)CC(=O)N(Cc2ccccc2)C1=O	-4.0	2.5	-1.0	0.1	9.1	0.1	1.1	8.9	0.5
COc1ccc(OCCN2CCN(C(=O)c3ccc(OC(F)F)c(OC)c3)CC2)cc1	-0.5	1.1	-1.4	-0.2	-1.0	-2.4	-2.2	-5.5	-0.3
COC(=O)C1=C(N)OC2=C(C(=O)CC(C)(C)C2)C1c1cc2c(cc1Cl)OCO2 (configuration not stated)	-1.0	0.3	1.2	3.8	?	-4.6	1.1	3.5	-1.0

High-throughput results as filed in PubChem.
